TRPC4 agonist: TRPC4 (mouse) channel activation; Q9QUQ5; HEK293 TRPC4beta/mu-opioid, Fluo4 calcium fluorescence; stronger effect = higher value; B-score at 10 µM; 310,000 compounds, 0.49% hits; AID 2237;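 active means B-score above 5 SD of library B-scores, and initial fluorescence ratio not above library mean plus 5 SD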;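 further: positive B-score marks a calcium rise read as TRPC4 activation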
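Assay system – TRPC4beta and mu-opioid receptor HEK293 stable cells · Measured by – Fluo4 fluorescence, kinetic · Schedule – dye loading 45 min room temperature, 110 s kinetic read · Read-out – B-scored integrated calcium fluorescence ratio · Controls – buffer and maximal DAMGO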
DYRK1A inh: Dyrk1A (rat) kinase inhibition; Q63470; ADP-Glo luminescence, NFATc1 peptide; inhibition, % at 12.5 µM; 310,000 compounds, 0.43% hits; AID 504441; in the data active means inhibition above about 50%;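 further: plate controls were vehicle with enzyme for no effect and no enzyme for full effect; many of its hits are not listed in these tables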
ANO1 block: inhibitors of mouse TMEM16A calcium-activated chloride channel. Q8BHY3. HEK293 TMEM16A/YFP iodide influx fluorescence, ionomycin. normalized B-score (activity score, 25-100; higher = stronger inhibition) at 10 µM. 310,000 compounds, 1.2% hits. AID 588511;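 active means ratio plate-corrected score three or more library SD toward inhibition, starting fluorescence score within five deviations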;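 further: score derived from kinetic fluorescence span divided by baseline fluorescence per well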
ANO1 activ: activates or potentiates the mouse TMEM16A chloride channel | Q8BHY3 | HEK293 TMEM16A/YFP-H148Q/I152L, iodide quench fluorescence; stronger effect = lower value | B-score at 10 µM | 340,000 compounds, 0.3% hits | AID 623877;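 active means fluorescence-ratio B-score plate-corrected deviation score at least 3 library SD below zero, with starting fluorescence score within 5 deviations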;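 further: channel opened by trigger with iodide after compound preincubation; score built on the fluorescence ratio of max minus min over baseline; more negative score means more quench and so TMEM16A activation or potentiation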
TRPC4 potent: allosterically enhances the mouse TRPC4 cation channel; Q9QUQ5; HEK293 TRPC4beta/mu-opioid, DAMGO EC20, Fluo-4 Ca2+ flux; stronger effect = higher value; B-score at 10 µM; 310,000 compounds, 0.42% hits;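 active means B-score of calcium response area above 5 SD of library B-scores, with initial fluorescence ratio within 5 SD of library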;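 further: B-score of integrated fluorescence ratio over time as area under calcium response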
hERG protect: compounds protecting human hERG from proarrhythmic drug block; Q12809; AID 1511; activation (rescue from dofetilide block), less the hit threshold, % at 10 µM; 310,000 compounds, 0.51% hits; CHO-hERG, FluxOR thallium flux, dofetilide IC70 present;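 active means activation above the mean of controls blocked by dofetilide plus 5 SD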;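 further: thallium influx through hERG after potassium depolarization seen as dye fluorescence rise; in these data hits start at about 4.7%; inactives centre near -7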
Target sequence (Q12809 whole entry, looked up): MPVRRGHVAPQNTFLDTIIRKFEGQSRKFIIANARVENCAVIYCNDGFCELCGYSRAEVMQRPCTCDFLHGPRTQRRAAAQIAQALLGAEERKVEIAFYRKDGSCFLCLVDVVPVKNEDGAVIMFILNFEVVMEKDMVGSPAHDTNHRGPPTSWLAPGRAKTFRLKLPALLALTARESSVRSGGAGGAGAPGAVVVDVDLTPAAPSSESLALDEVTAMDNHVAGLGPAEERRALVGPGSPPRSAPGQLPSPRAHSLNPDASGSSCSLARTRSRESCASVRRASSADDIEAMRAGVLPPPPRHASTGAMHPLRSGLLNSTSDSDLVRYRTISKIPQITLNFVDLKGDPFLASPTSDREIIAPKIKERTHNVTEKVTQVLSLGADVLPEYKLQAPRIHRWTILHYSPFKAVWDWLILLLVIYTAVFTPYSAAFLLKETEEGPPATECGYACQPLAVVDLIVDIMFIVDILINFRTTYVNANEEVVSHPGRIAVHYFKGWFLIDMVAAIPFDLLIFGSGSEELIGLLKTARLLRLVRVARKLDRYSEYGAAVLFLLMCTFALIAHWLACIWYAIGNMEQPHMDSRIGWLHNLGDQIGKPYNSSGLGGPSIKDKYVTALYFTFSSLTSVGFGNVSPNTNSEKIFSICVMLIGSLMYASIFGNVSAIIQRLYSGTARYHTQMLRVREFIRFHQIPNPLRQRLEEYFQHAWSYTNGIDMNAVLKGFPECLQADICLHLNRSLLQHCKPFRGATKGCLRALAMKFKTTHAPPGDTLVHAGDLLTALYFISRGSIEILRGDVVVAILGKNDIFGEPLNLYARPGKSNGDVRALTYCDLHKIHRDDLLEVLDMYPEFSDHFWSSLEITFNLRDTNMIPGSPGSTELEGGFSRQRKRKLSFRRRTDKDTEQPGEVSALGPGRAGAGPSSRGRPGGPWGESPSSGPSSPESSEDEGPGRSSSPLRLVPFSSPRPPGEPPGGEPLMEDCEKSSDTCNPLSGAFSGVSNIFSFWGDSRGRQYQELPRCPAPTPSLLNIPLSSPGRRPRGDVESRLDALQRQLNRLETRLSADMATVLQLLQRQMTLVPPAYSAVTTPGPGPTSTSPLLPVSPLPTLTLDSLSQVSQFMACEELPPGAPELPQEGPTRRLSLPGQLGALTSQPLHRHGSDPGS
KCNK3 block: human KCNK3 channel inhibition, primary screen | O14649 | CHO-KCNK3 thallium flux, FluxOR fluorescence; stronger effect = lower value | B-score at 10 µM | 340,000 compounds, 0.84% hits | AID 602410;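 active means B-score under library mean minus 4 SD, starting fluorescence ratio at most library mean plus 5 SD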;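 further: more negative B-score means stronger inhibition of thallium flux through KCNK3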
KCNQ1 block: blocks the human KCNQ1 potassium channel | CHO-K1 KCNQ1, FluxOR thallium flux fluorescence; stronger effect = higher value | B-score at 10 µM | 310,000 compounds, 1.3% hits;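 active means compounds whose thallium flux B-score, printed positive for inhibition, exceeds three library SD while starting fluorescence stays within three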;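 further: channel opened by potassium depolarization with thallium stimulus after 20 min compound exposure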
HDAC3 inhib: inhibitors of human histone deacetylase 3. O15379. recombinant HDAC3, fluorogenic peptide/trypsin coupled, fluorescence. inhibition, % at 8.3 µM. 320,000 compounds, 0.15% hits. AID 2718; in the data active means inhibition above about 26%, passing the limit was not always enough
KCNQ1 pot: potentiators or activators of human KCNQ1 potassium channel. B-score at 10 µM. 310,000 compounds, 0.35% hits. P51787. CHO-K1 KCNQ1, thallium flux FluxOR fluorescence; stronger effect = higher value;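 active means fluorescence ratio B-score, a plate-corrected score, at least three library SD, with initial intensity B-score within 5 SD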
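System: CHO-K1 cells stably expressing KCNQ1 / Medium: assay buffer for compound exposure, DMSO matched across wells / Reagent: thallium- and potassium-containing depolarizing buffer / Compound: one concentration, matched DMSO / Incubation: 20 min compound pretreatment at room temperature / Measured by: kinetic FluxOR fluorescence, 10 s baseline plus 110 s post-stimulus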
KCNK9 inh: human KCNK9 channel inhibition | Q9NPC2 | 310,000 compounds, 1.2% hits | HEK293 KCNK9, FluxOR thallium flux fluorescence; stronger effect = lower value | B-score at 10 µM;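 active means ratio B-score over 3 SD below the library mean, with starting fluorescence within 5 SD of its mean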;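 further: negative B-score means less thallium flux so channel inhibition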
* hit, by the source's call; i = inactive; x = not tested or not shown.

SMILES	TRPC4 agonist	DYRK1A inh	ANO1 block	ANO1 activ	TRPC4 potent	hERG protect	KCNK3 block	KCNQ1 block	HDAC3 inhib	KCNQ1 pot	KCNK9 inh
O=C(NC1CCN(Cc2ccccc2)CC1)C1COc2ccccc2O1 (configuration not stated)	i	3	i	i	i	-7	i	i	3	i	i
Cc1nccn1-c1ccc(C(F)(F)F)cc1NC=O	i	7	i	i	i	-3	i	i	-4	i	i
O=C(CCN1C(=O)c2ccccc2C1=O)Oc1ccc2ccccc2c1	i	-1	i	i	i	-4	i	i	2	i	i
CN(C)c1ccc(C(CC(=O)c2ccccc2)C2CCCCC2=O)cc1 (configuration not stated)	i	-9	i	i	i	-8	i	i	-5	i	i
Cc1cc(Cl)ccc1OCc1nc(-c2ccc(O)cc2)n[nH]1	i	49	25*	i	i	-16	i	i	16	i	i
COc1cccc(C(=O)NCc2cccnc2)c1	i	0	i	i	i	-8	i	i	-1	i	i
Cc1c(C(=O)NCCc2ccc3c(c2)OCCO3)oc2ccccc12	i	4	i	i	i	-13	i	i	0	i	i
CCC(C)(C(=O)NC1CCCC1)N(C(=O)CC1NC(=O)NC1=O)c1ccc(C)cc1 (configuration not stated)	i	3	i	i	i	-4	i	i	3	i	i
O=C(CN1C(=O)CCSc2ccccc21)Nc1ccc2c(c1)OCO2	i	0	i	i	i	-7	i	i	-8	i	i
Cc1ccc(OCCn2cnc3c(N)ncnc32)cc1	i	11	i	i	i	-5	i	i	2	i	i

Compound profiles (already shown).
O=C(NC1CCN(Cc2ccccc2)CC1)C1COc2ccccc2O1 (configuration not stated) is listed with TRPC4 agonist: i; DYRK1A inh: 3; ANO1 block: i; ANO1 activ: i; TRPC4 potent: i; hERG protect: -7; KCNK3 block: i; KCNQ1 block: i; HDAC3 inhib: 3; KCNQ1 pot: i; KCNK9 inh: i
COc1cccc(C(=O)NCc2cccnc2)c1 is listed with TRPC4 agonist: i; DYRK1A inh: 0; ANO1 block: i; ANO1 activ: i; TRPC4 potent: i; hERG protect: -8; KCNK3 block: i; KCNQ1 block: i; HDAC3 inhib: -1; KCNQ1 pot: i; KCNK9 inh: i
CN(C)c1ccc(C(CC(=O)c2ccccc2)C2CCCCC2=O)cc1 (configuration not stated) is listed with TRPC4 agonist: i; DYRK1A inh: -9; ANO1 block: i; ANO1 activ: i; TRPC4 potent: i; hERG protect: -8; KCNK3 block: i; KCNQ1 block: i; HDAC3 inhib: -5; KCNQ1 pot: i; KCNK9 inh: i

Later entries.
SMILES	TRPC4 agonist	DYRK1A inh	ANO1 block	ANO1 activ	TRPC4 potent	hERG protect	KCNK3 block	KCNQ1 block	HDAC3 inhib	KCNQ1 pot	KCNK9 inh
CC1CCN(C(=O)Cn2nnc(-c3ccc(N)cc3)n2)CC1	i	5	i	i	i	-1	i	i	10	i	i
Cc1ccc(NC(=O)c2c(-c3ccccc3)noc2C)nc1	i	x	i	i	i	-9	i	i	-2	i	i
Cc1ccc(S(=O)(=O)CC2CSc3nnc(C)c(=O)n32)cc1 (configuration not stated)	i	-10	i	i	i	-9	i	i	0	i	i
O=C(c1ccc(Cl)nc1)N1CCc2ccccc2C1	i	11	i	i	i	-2	i	i	2	i	i
COc1ccc(OC(=O)C2CC(=O)N(c3ccc(C)cc3)C2)cc1 (configuration not stated)	i	x	i	i	i	-12	i	i	9	i	i
CCNC(=O)COC(=O)c1ccc(-c2nc3ccccc3s2)s1	i	x	i	i	i	-2	i	i	-4	i	i
O=C(Cn1ncc(Cl)c(Cl)c1=O)N1CCN(S(=O)(=O)c2ccc3ccccc3c2)CC1	i	-7	i	i	i	-13	i	i	-4	i	i
Cc1nc([N+](=O)[O-])c(N2CCN(C)CC2)n1Cc1ccccc1	i	1	i	i	i	-12	i	i	-9	i	i
CCCCn1cnc2c1c(=O)n(C)c(=O)n2C	i	0	i	i	i	-13	i	i	-2	i	i
N#CC1(Cc2ccc([N+](=O)[O-])cc2)c2ccccc2C=CN1C(=O)c1ccccc1 (configuration not stated)	i	7	i	i	i	-4	i	i	2	i	-12*
O=C1CC(N2CCN(c3nc4ccccc4s3)CC2)C(=O)N1c1ccc(F)cc1 (configuration not stated)	i	-37	i	i	14*	-5	i	i	2	i	i
CCOC(=O)C1CCCN(C(=O)c2cc(-c3ccncc3)nc3ccccc23)C1 (configuration not stated)	i	-4	i	i	i	-5	i	i	-4	i	i
COCCNC(=O)CN(C(=O)CCC(=O)Nc1ccccn1)c1ccc(F)cc1	i	-6	i	i	i	-9	i	i	5	i	i
CCCCNCCCOc1ccc(C)cc1Br	i	14	i	i	i	-6	i	i	-3	i	i
COc1ccc(S(=O)(=O)N2CCN(C(=O)CN3C(=O)NC4(CCCC4)C3=O)CC2)cc1	i	2	i	i	i	-13	i	i	1	i	i
COc1ccc(OC2CCN(S(=O)(=O)c3cccc(F)c3)CC2)cc1	i	-1	i	i	11*	-5	i	i	1	i	i
COc1ccc(NCC(=O)Nc2ccc(Cl)cc2C)c(OC)c1	i	-2	i	i	i	-9	i	i	-3	i	i
OCCCNC(=S)Nc1ccc2nccnc2c1	i	25	i	i	i	-14	i	i	2	i	i
O=C(CSC1=Nc2ccccc2C2=NC(CC(=O)NCc3ccco3)C(=O)N12)NCC1CCCO1 (configuration not stated)	i	1	i	i	i	-14	i	i	1	i	i
O=c1oc2ccccc2n1Cc1ccccc1F	i	-8	i	i	i	-13	i	i	5	i	i

Records above marked active in KCNK9 inh.
smiles,TRPC4 agonist,DYRK1A inh,ANO1 activ,TRPC4 potent,KCNK3 block,KCNQ1 block,HDAC3 inhib,KCNQ1 pot,KCNK9 inh
N#CC1(Cc2ccc([N+](=O)[O-])cc2)c2ccccc2C=CN1C(=O)c1ccccc1 (configuration not stated),i,7,i,i,i,i,2,i,-12*

(listing goes on)
SMILES	TRPC4 agonist	DYRK1A inh	ANO1 block	ANO1 activ	TRPC4 potent	hERG protect	KCNK3 block	KCNQ1 block	HDAC3 inhib	KCNQ1 pot	KCNK9 inh
c1ccc2c(N3CCOCC3)c3c(nc2c1)CCC3	i	6	i	i	i	-4	i	i	3	i	i
CCCCCCCSc1nnc(-c2ccccc2N)c(=O)[nH]1	i	-2	i	i	i	-4	i	i	-3	i	i
NC(=O)c1snnc1-c1ccccc1	i	x	i	i	i	-4	i	i	3	i	i
CCOc1ccc(NC(=O)CSc2ccccc2N)cc1	i	1	i	i	i	-10	i	i	-8	i	i
O=C(N/N=C/c1ccc(OCC(=O)N2CCOCC2)cc1)c1ccccc1Cl	i	1	i	i	i	-6	i	i	4	i	i
CNC(=S)Nc1ccc(N2CCN(c3ccc(C(F)(F)F)cn3)CC2)nc1	i	6	i	i	i	-3	i	i	14	i	i
Cc1nn(-c2ccccc2)c(C)c1C(=O)NCCc1ccccc1	i	2	i	i	i	-2	i	i	-9	i	i
CCCOc1ccc(CNC(=O)CCC(=O)n2ncc3cc(C)ccc32)cc1	i	-4	i	i	i	-8	i	i	2	i	i
COc1ccc(CC(=O)N2CCN(C(=O)Cc3ccc(OC)cc3)CC2)cc1	i	-4	i	x	i	-4	i	i	1	i	i
COc1ccc(CN(C)C(=O)c2ccc3ccccc3n2)cc1F	i	15	i	i	i	-2	i	i	1	i	i
CCOc1ccc(N2C(=O)CC(Sc3nc(C)cc(C)n3)C2=O)cc1 (configuration not stated)	i	x	i	i	i	-3	i	i	-4	i	i
CCOCCCNC(=O)C1(O)c2cc(Br)ccc2NC(=O)N1c1ccc(C)c(C)c1 (configuration not stated)	i	-4	i	i	i	-7	i	i	-3	i	i
Cc1cccc(C(=O)N2CCN(S(=O)(=O)c3ccc4c(c3)OCCCO4)CC2)c1[N+](=O)[O-]	i	5	i	i	i	-12	i	i	4	i	i
Cc1nc2ccc(NC(=O)N(C(C)C)C(C)C)cc2s1	i	3	i	i	i	-6	i	i	4	i	i
CCCOC(=O)C1=C(C)NC2=C(C(=O)CCC2)C1c1ccc(N(C)C)cc1 (configuration not stated)	i	-8	i	i	i	-9	i	i	5	i	i
NC(=O)CSCc1cccc(Br)c1	i	2	i	i	i	-9	i	i	-10	i	i
Cc1cc(NC(=O)CCC(=O)N(CC(=O)NC2CCCC2)Cc2ccc3c(c2)OCO3)no1	i	-4	i	i	i	-5	i	i	-12	i	i
CCC(C)Sc1nnc(CSc2nc(C)cc(C)n2)n1C (configuration not stated)	i	1	i	i	i	-7	i	i	3	i	i
COc1ccc(-c2c(-c3cccc(C)c3)oc3ccc(-c4ccc5c(c4)OCO5)cc23)cn1	i	-1	i	i	i	-12	i	i	-6	i	i
CC1=C(C(N)=O)C(c2cccs2)NC(=S)N1 (configuration not stated)	i	1	i	i	i	-6	i	i	1	i	i
CCn1c(CC(=O)Nc2ccc(C)cc2)nnc1SCC(=O)N1CCOCC1	i	-8	i	i	i	-6	i	i	2	i	i
CCc1ccccc1NC(=S)N(Cc1ccc(C(=O)O)cc1)Cc1ccc(OC)c(OC)c1	i	-4	i	i	i	-10	i	i	-2	i	i
CCC(=O)Nc1cc(-c2nn3c(C)nnc3s2)ccc1C	i	-5	i	i	i	-4	i	i	1	8*	i
O=C(Cn1c(=O)oc2cc(S(=O)(=O)N3CCCCC3)ccc21)N1CCCCC1	i	2	i	i	i	-6	i	i	1	i	i
Cc1ccc(NC(=O)NC2=NN(c3ccccc3)C(=O)/C2=C2/CCCN2C)cc1	i	-5	i	i	i	-10	i	i	7	i	i
CC1(C)CC(=O)C(C=NCC2CCN(C(=O)Nc3ccc(Cl)c(Cl)c3)CC2)=C(O)C1	i	11	i	i	i	-4	i	i	13	i	i
OC(C#CCN1CCCC1)(c1ccccc1)c1cccc(F)c1 (configuration not stated)	i	-2	i	i	i	-12	i	i	0	i	i
CCn1nnc(-c2ccccc2NC(=O)c2ccc(-n3cnnn3)cc2)n1	i	-2	i	i	i	-2	i	i	-1	i	i
c1ccc(Nc2ncnc3sccc23)cc1	i	30	i	i	i	-2	i	i	3	i	i
CNC(=O)C(=O)NCC1OCCN1S(=O)(=O)c1ccc(C)cc1 (configuration not stated)	i	1	i	i	i	-6	i	i	7	i	i
Cc1ccc(N2C(=O)N(CC(=O)N3CCOCC3)C(=O)C2C)cc1 (configuration not stated)	i	x	i	i	i	-3	i	i	-10	i	i
S=c1[nH]nc(-c2cc(-c3ccccc3)n[nH]2)n1/N=C/c1ccccc1	i	0	i	i	i	-6	i	i	20	i	i
COc1c([N+](=O)[O-])c(=O)oc2ccccc12	i	13	i	i	i	-6	i	i	-3	i	i
CCCN1CCC(=O)N([C@H](CO)CC(C)C)CC1	i	8	i	i	i	-6	i	i	-11	i	i

Compound activity (PubChem)

These rows are one share of the data, so the mix of outcomes need not match the whole.
